GPR35 arrestin U2OS: GPR35 antagonists blocking zaprinast-driven arrestin recruitment, primary screen, imaging, U2OS, beta-arrestin-GFP, zaprinast agonist (AID 2058). U2OS GPR35 beta-arrestin-GFP translocation imaging, zaprinast antagonism; higher % means a stronger effect. inhibition, % at 10 µM; hits with a dose series show IC50 in µM. 0.052% of 290,000 active;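 active means inhibition of at least 50% with at least 30 cells and total cytoplasm GFP at most 10,000,000; inconclusive means under 30 cells or total GFP of 10,000,000 plus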
RSV antiviral HEp-2: inhibition of RSV-induced cytopathic effect – HEp-2 cells, primary 10 µM value included (AID 2391); HEp-2 cells, RSV-induced CPE inhibition; higher % means a stronger effect; CPE inhibition, % at 10 µM, or IC50 in µM where a hit was titrated; 0.13% of 310,000 active; in the data active means a potency from the dose series; inconclusive means CPE inhibition mostly from about 23% at the one dose, without a potency; inactive means the rest, 99 in 100 with CPE inhibition below about 21%; further: strong numbers were not always called active
K1F lysis inhibition: inhibition of K1F phage lysis, E. coli UTI89, bacterial capsule biogenesis inhibitors, alamar blue (AID 488966); E. coli UTI89 K1F phage lysis, alamar blue, 2 h; higher % means a stronger effect; inhibition, % at 100 µM; hits with a dose series show IC50 in µM; 0.02% of 340,000 active;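 active means phage lysis inhibition, versus mean bacterial control, above a set limit; inconclusive means no clear call, values can overlap the other calls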;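 further: capsule biogenesis inhibitors block K1F phage lysis so surviving cells raise fluorescence; higher fluorescence means more inhibition of phage lysis; actives were called in the ten point dose series up to 300 µM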
NS5 inhibitors: Dengue-2 NS5 methyltransferase inhibitors, primary screen, biochemical, confirmation dose response (AID 588689); inhibition, % at 25 µM; hits with a dose series show IC50 in µM; Dengue-2 NS5 methyltransferase capping enzyme assay, biochemical; higher % means a stronger effect; 0.3% of 340,000 active; in the data active means a potency from the dose series; inconclusive means inhibition above about 29% without an active follow-up result
SV40 large T antigen: SV40 large T antigen inhibitors, biochemical (AID 1903). SV40 large T antigen ATPase/helicase inhibition assay; higher % means a stronger effect. inhibition, % at 20 µM, or IC50 in µM where a hit was titrated. 0.39% of 310,000 active; in the data active means a potency from the dose series; inconclusive means inhibition mostly from about 32% at the one dose, without a potency; inactive means the rest, 99 in 100 with inhibition below about 32%; further: strong numbers were not always called active
HIV fusion peptide: cell-free HIV fusion peptide-binding blockers – biochemical, uHTS, fluorescence dequenching, primary screen (AID 1986); 0.3% of 290,000 active; cell-free peptide binding, fluorescence dequenching, 30 min; higher % means a stronger effect; inhibition, % at 20 µM; hits with a dose series show IC50 in µM; in the data active means inhibition mostly above about 52%, no sharp cut-off; inactive means mostly below about 76%; further: some results filed as inactive read as strong as hits
Rac1 GTP hydrolysis: MgcRacGAP GTPase-activating activity inhibitors, confirmation, biochemical, ADP Hunter fluorescence. inhibition, % at 30 µM; hits with a dose series show IC50 in µM. AID 624330. 0.6% of 340,000 active. MgcRacGAP-stimulated Rac1 GTP hydrolysis, ADP Hunter fluorescence; higher % means a stronger effect; GST-tagged Rac1 F28L mutant substrate;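 active means first-screen hits whose inhibition reached a set limit at any dose in the follow-up dose series; inconclusive means inhibition above the set first-screen limit but never retested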;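 further: fluorescence reports GDP produced by GAP-driven GTP hydrolysis; strong numbers were not always called active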
Salmonella PhoP GFP: PhoP-dependent GFP reporter repression – Salmonella Typhimurium, primary screen (AID 1863); S. Typhimurium PhoP-regulated promoter GFP reporter, 4 h; higher % means a stronger effect; inhibition, % at 50 µM, or IC50 in µM where a hit was titrated; 0.16% of 300,000 active;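 active means inhibition over 29.93%, a cutoff 3 SD above the screen mean, later confirmed by dose response; inconclusive means inhibition over 29.93% but no dose response follow-up; inactive means inhibition at most 29.93% or unconfirmed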;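 further: 0% = low Mg2+ inducing control and 100% = high Mg2+ repressing control; strong numbers were not always called active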
GPR55 LPI antagonism: inhibition of LPI-stimulated GPR55 beta-arrestin translocation – imaging, U2OS, beta-arrestin-GFP, LPI agonist, primary screen (AID 2013); U2OS GPR55 beta-arrestin-GFP translocation imaging, LPI antagonism; higher % means a stronger effect; one-dose inhibition, % at 10 µM; IC50 in µM for titrated hits; 0.13% of 290,000 active;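 active means spots per cell inhibited over 60%, with over 100 cells counted and total cytoplasm intensity under 500,000; inconclusive means wells with under 100 cells, flagged as likely toxic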;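 further: U2OS cells stably carrying GPR55 and arrestin-GFP stimulated by 5 µM LPI near EC80; imaged beta-arrestin-GFP aggregate spots per cell after agonist stimulation; plate controls were LPI-stimulated DMSO wells for no effect and DMSO wells without LPI for full effect; some results filed as inactive read as strong as hits; confirmed hits need IC50 under 10 µM and bright autofluorescent wells are also inconclusive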
* = called active by the depositor; i = inactive; ? = inconclusive; . = no result given; [ ] = dose if it differs, or a comment.

SMILES	GPR35 arrestin U2OS	RSV antiviral HEp-2	K1F lysis inhibition	NS5 inhibitors	SV40 large T antigen	HIV fusion peptide	Rac1 GTP hydrolysis	Salmonella PhoP GFP	GPR55 LPI antagonism
CCOc1ccc(NS(=O)(=O)c2ccc(C(=O)N3CCCC3)cc2)cc1	.	-1.0%	0.1%[50 µM]	-10%	8%	.	-4%	-6%	.
O=C(Nc1cccc(Cl)c1)c1ccccc1NC(=O)C1CCCCC1C(=O)O (configuration not stated)	-3%	2.7%	i	.	10%	2.5%	12%	-5%	6%
NC(=O)c1cc([N+](=O)[O-])ccc1NCc1cccc2ccccc12	.	2.8%	0.7%	2%	5%	.	9%	-8%	.
Cc1ccc(C)c(N/C(N)=N/c2nc(C)cc(C)n2)c1	2%	20%	0.5%	-2%	-5%	-3.3%	2%	8%	4%
COc1ccc(OCCCC(=O)NC(C)c2ccccc2)cc1 (configuration not stated)	13%	0.9%	1.2%	-10%	15%	-0.2%	9%	0%	-2%
CCOc1ccc(NC(=O)Nc2ccc3c(c2)CCC3)cc1	2%	1.9%	-0.2%	5%	5%	1.0%	-3%	-2%	16%
CC1CCC(NC(=O)c2cc(C3CC3)nn2-c2ccccc2)CC1 (configuration not stated)	.	1.3%	0.2%[50 µM]	-1%	.	.	1%	.	.
O=C(COC(=O)c1ccc(Br)o1)c1ccc(S(=O)(=O)N2CCCCC2)cc1	.	1.1%	1.1%[50 µM]	-5%	.	.	2%	.	.
CCCCn1nc(NC(=O)CC)c2cc3cc(OC)ccc3nc21	-10%	0.0%	-0.1%	-5%	6%	1.3%	8%	-3%	6%
COc1ccccc1-c1cc(C(=O)NCc2ccco2)no1	12%	1.2%	-3.1%	-3%	5%	6.9%	12%	3%	22%
CCc1cccc(NC(=O)CSC2=NS(=O)(=O)c3ccccc32)c1	-8%	1.3%	1.5%	23%	?	1.6%	31%	-5%	-3%
O=C(O)c1cc(-c2ccc(/C=N/Nc3ccc(Cl)cc3)o2)ccc1Cl	12%	16%	0.4%	12%	31%	24µM*	12%	1%	3%
N#Cc1c2ccc([N+](=O)[O-])cc2[n+]([O-])n1-c1ccccc1	.	-2.0%	2.6%	15%	.	.	8%	.	.
CN1C(=O)/C(=C\C=C2/CCCN2C)N(C)C1=S	-17%	-1.4%	0.4%	-4%	17%	27%	29%	6%	3%
CCOC(=O)N1CCN(CCC(=O)Nc2ccc(Br)c(C)c2)CC1	14%	10%	0.3%	-6%	6%	-0.3%	11%	-2%	11%
CC(=O)c1ccc(OCCCC(=O)N(CCC2=CCCCC2)c2c(N)n(Cc3ccccc3)c(=O)[nH]c2=O)cc1	.	-0.5%	1.6%[50 µM]	4%	10%	.	7%	2%	.
COc1cc(OC)c(OC)cc1NC(=O)CC1COc2ccccc2O1 (configuration not stated)	10%	2.4%	-0.1%	-10%	13%	0.6%	11%	0%	-2%
O=C1CN(C(=O)c2cnccn2)c2ccccc2N1	0%	2.6%	3.4%	-4%	11%	3.3%	8%	-2%	8%
Cc1ccc(/C=C(\C#N)C(=O)NCCN2CCOCC2)cc1	-10%	-1.6%	-0.1%	4%	6%	0.2%	2%	3%	-4%
CC/C(=N/Nc1cccc(Cl)c1)c1cnnc(SC)n1	12%	1.4%	1.3%[50 µM]	2%	9%	8.2%	3%	-5%	4%
O=C(COc1ccc(F)cc1)Nc1ccccc1N1CCOCC1	.	-2.4%	1.1%[50 µM]	-3%	7%	.	3%	-5%	.
c1ccc2c(c1)C(=NCC1CCCO1)NC2=NCC1CCCO1 (configuration not stated)	2%	1.9%	1.4%	-1%	-1%	8.7%	-1%	-2%	10%
O=S(=O)(Nc1nc2ccccc2nc1Cl)c1ccc2c(c1)OCCO2	-13%	0.9%	-0.1%	7%	12%	2.9%	1%	-9%	2%
CC(=O)c1cnn(-c2cc(Oc3cccc(C)c3)ncn2)c1C	-11%	0.8%	0.1%	0%	-3%	-3.0%	4%	8%	16%
Cc1ccc(OCc2nnc(SC(C)C(=O)O)n2-c2ccccc2)cc1 (configuration not stated)	-12%	1.2%	0.0%	5%	6%	0.4%	6%	-8%	2%

Next compounds:
SMILES	GPR35 arrestin U2OS	RSV antiviral HEp-2	K1F lysis inhibition	NS5 inhibitors	SV40 large T antigen	HIV fusion peptide	Rac1 GTP hydrolysis	Salmonella PhoP GFP	GPR55 LPI antagonism
CCC(=O)NCCc1nc2cc(NC(=O)c3ccccc3OC)ccc2n1C	8%	0.7%	1.4%	-1%	2%	-1.7%	-5%	11%	-13%
COc1ccc2c(c1)CC/C2=N\OC(=O)c1cccc(C)c1	0%	5.9%	3.3%	-2%	2%	1.0%	-15%	-12%	11%
O=C(Cc1ccccc1)Nc1ccc(SC(F)F)cc1	0%	2.1%	2.5%[50 µM]	3%	4%	-0.2%	7%	6%	-2%
COCCOc1cc(N)c(Cl)cc1Cl	3%	8.1%	1.7%	6%	12%	-1.3%	13%	2%	-3%
CN(C)S(=O)(=O)Nc1ccc(NS(=O)(=O)N(C)C)c(S(=O)(=O)c2ccccc2)c1	19%	-0.6%	-0.3%	-3%	16%	0.9%	-2%	5%	1%
COc1ccccc1C/C(N)=N/O	4%	1.4%	4.3%	-4%	15%	-2.6%	7%	-17%	15%
O=C(CSc1ncn[nH]1)Nc1nc(-c2ccccc2)ns1	2%	-1.7%	2.4%	-3%	9%	0.5%	6%	1%	12%
CCN(C(=O)CN1CCN(c2ccccc2F)CC1)c1c(N)n(Cc2ccccc2)c(=O)[nH]c1=O	15%	-0.6%	0.2%	-2%	7%	-0.8%	5%	-11%	-6%
C=CCC1(O)C(=O)Nc2ccccc21 (configuration not stated)	12%	2.8%	1.3%	-31%	8%	3.0%	10%	2%	14%
N#Cc1ccc(C(=O)N2CCN(c3ncccn3)CC2)cc1	10%	1.4%	0.2%	3%	21%	0.4%	.	-6%	0%
CC(=O)Nc1ccc(C2=NN(c3ccccc3)C(c3cccs3)C2)cc1 (configuration not stated)	-15%	3.3%	-0.8%	2%	16%	-0.5%	8%	-1%	0%
O=C(CC1C(=O)NCCN1Cc1ccc(-c2ccccc2)cc1)NCCc1ccccn1 (configuration not stated)	-3%	2.6%	-1.3%	-1%	8%	-0.2%	4%	-2%	8%
Cc1ccc(S(=O)(=O)CC(=O)Nc2c(C)n(C)n(-c3ccccc3)c2=O)cc1	-1%	-1.7%	0.1%	-1%	3%	-0.5%	1%	2%	-8%
C=CCN=C(CC)C1=C(O)CCCC1=O	32%	-1.1%	1.4%	5%	6%	28%	1%	1%	-20%
CC(=O)c1ccc(NC(=O)c2sc3nc(C)c(C)c(C)c3c2N)cc1	-6%	1.1%	2.1%	.	5%	0.6%	12%	-1%	8%
CCn1c(=N)c(C(=O)NCCCOC)cc2c(=O)n3cccc(C)c3nc21	-4%	0.0%	-0.3%	-2%	20%	-0.4%	16%	-5%	1%
COc1ccc(S(=O)(=O)N2CCCC(C(=O)NCCc3ccccc3)C2)cc1 (configuration not stated)	-4%	2.8%	-1.1%	0%	6%	1.3%	4%	-6%	-10%
CN1CCN(NC(=O)/C=C/c2ccc(C(C)(C)C)cc2)CC1	10%	0.5%	0.5%[50 µM]	-3%	7%	0.0%	8%	-5%	-3%
CCOC(=O)N1CCN(Cc2cn[nH]c2-c2ccc(-c3ccccc3)cc2)CC1	2%	3.7%	0.1%	-11%	1%	-0.7%	12%	-10%	11%
Cc1ccnc(NC(=O)c2ccccc2NC(=O)c2ccc(Cl)cc2Cl)c1	5%	-1.7%	0.2%	-5%	5%	2.4%	4%	-1%	-4%
O=C1OC(Cc2ccncc2)C(O)=C1C1=NCCCN1 (configuration not stated)	-7%	1.7%	1.4%[50 µM]	-6%	0%	0.5%	6%	1%	9%
CCOc1cc(/C=C(/C#N)C(=O)Nc2ccc(O)cc2)cc(Br)c1O	6%	5.2%	i	2%	?	51%	?	-11%	-24%
CCOC(=O)C1=C(C)N=C2SC(C)C(=O)N2C1/C=C/c1ccccc1OC (configuration not stated)	-17%	1.4%	3.3%	2%	10%	-1.2%	4%	-15%	17%
COc1ccc(CCN(C)C2CCCN(C(=O)CCSC)C2)cc1OC (configuration not stated)	-10%	-0.1%	-2.3%	-4%	7%	-0.4%	-9%	1%	16%
CCC(C)c1ccc(OCC(=O)Nc2ccc3[nH]c(=O)[nH]c3c2)cc1 (configuration not stated)	0%	2.2%	0.2%	-5%	17%	-0.6%	10%	5%	4%
CN(C(=S)NC(=O)c1ccccc1)C1CCCCC1	-11%	0.5%	0.4%	-4%	18%	1.6%	7%	-7%	7%
Cc1oc(-c2ccccc2Cl)nc1CSc1nc2c(c(=O)[nH]1)CCCC2	5%	0.9%	1.6%	-2%	12%	-0.1%	0%	.	0%
O=C(Nc1ccc(OC(F)(F)F)cc1)Nc1cccc([N+](=O)[O-])c1	6%	-1.7%	0.9%	-6%	0%	2.0%	6%	1%	-14%
O=C(Nc1ccccc1-c1ccccc1)c1ccc(=O)[nH]n1	3%	-1.2%	-0.4%	-3%	0%	-1.7%	18%	9%	10%
Cc1ccc(NC(=O)c2ccccc2OCc2ccc([N+](=O)[O-])cc2)nc1	-16%	-1.7%	-0.3%	-3%	6%	0.4%	-1%	-2%	-6%

Record cards, from the list above. Order of screens: GPR35 arrestin U2OS | RSV antiviral HEp-2 | K1F lysis inhibition | NS5 inhibitors | SV40 large T antigen | HIV fusion peptide | Rac1 GTP hydrolysis | Salmonella PhoP GFP | GPR55 LPI antagonism
Entry for `C=CCC1(O)C(=O)Nc2ccccc21` (configuration not stated) → 12% | 2.8% | 1.3% | -31% | 8% | 3.0% | 10% | 2% | 14%
Entry for `CN(C)S(=O)(=O)Nc1ccc(NS(=O)(=O)N(C)C)c(S(=O)(=O)c2ccccc2)c1` → 19% | -0.6% | -0.3% | -3% | 16% | 0.9% | -2% | 5% | 1%
Entry for `COc1ccc(CCN(C)C2CCCN(C(=O)CCSC)C2)cc1OC` (configuration not stated) → -10% | -0.1% | -2.3% | -4% | 7% | -0.4% | -9% | 1% | 16%
Entry for `O=C1OC(Cc2ccncc2)C(O)=C1C1=NCCCN1` (configuration not stated) → -7% | 1.7% | 1.4%[50 µM] | -6% | 0% | 0.5% | 6% | 1% | 9%
Entry for `CCN(C(=O)CN1CCN(c2ccccc2F)CC1)c1c(N)n(Cc2ccccc2)c(=O)[nH]c1=O` → 15% | -0.6% | 0.2% | -2% | 7% | -0.8% | 5% | -11% | -6%

Outcome played no part in choosing rows; any-hit rate near 1.5%.
